ALOX12 inh – inhibitors of human 12S-lipoxygenase ALOX12 | P18054 | purified 12hLO, xylenol orange hydroperoxide absorbance | Potency, µM (series often up to 108 µM), without a hit: at the highest dose activity change, negative = inhibition, hits mostly inhibitors | 1.1% of 580,000 active; active = well fitted inhibition curve with a large enough effect; inconclusive = small, poorly fitted or top-dose-only effect, or another doubt; inactive = no such curve, though single readings can be large or run the other way
Target sequence (P18054 whole entry, looked up): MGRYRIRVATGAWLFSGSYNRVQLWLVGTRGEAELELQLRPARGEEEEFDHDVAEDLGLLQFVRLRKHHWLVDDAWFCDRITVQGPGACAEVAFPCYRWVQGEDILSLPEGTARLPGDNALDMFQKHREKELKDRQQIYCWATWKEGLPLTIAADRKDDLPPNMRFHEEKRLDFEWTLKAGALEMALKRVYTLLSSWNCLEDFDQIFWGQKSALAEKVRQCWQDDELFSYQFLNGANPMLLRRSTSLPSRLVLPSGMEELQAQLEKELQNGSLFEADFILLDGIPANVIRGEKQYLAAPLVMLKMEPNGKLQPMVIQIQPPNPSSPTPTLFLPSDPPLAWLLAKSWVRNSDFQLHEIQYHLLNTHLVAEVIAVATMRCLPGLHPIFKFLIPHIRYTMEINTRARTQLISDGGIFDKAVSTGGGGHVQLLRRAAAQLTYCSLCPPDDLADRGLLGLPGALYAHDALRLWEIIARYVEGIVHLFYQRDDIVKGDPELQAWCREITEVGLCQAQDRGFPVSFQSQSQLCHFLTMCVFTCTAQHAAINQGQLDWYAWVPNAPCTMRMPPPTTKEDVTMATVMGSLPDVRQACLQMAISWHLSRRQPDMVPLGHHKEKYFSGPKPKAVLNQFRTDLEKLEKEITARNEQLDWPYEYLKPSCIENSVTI
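Hydroperoxide product was detected by ferrous iron/xylenol orange as the 573 to 405 nm absorbance ratio. Arachidonic acid at 40 uM (final) was turned over for 30 min at room temperature by 150 nM human 12hLO, pH 7.0 Hepes buffer, after 15 min compound preincubation.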
Numbers without * were called inactive; ? = inconclusive; [ ] = remark or other dose. % is scaled to controls: 0 for no effect and ±100 for the full control effect; potency is read from the fitted curve at half-maximal effect.

| SMILES | ALOX12 inh |
| --- | --- |
| CSc1ccc(-c2nc3c([nH]2)CC(C)(C)CNC3=O)cc1 | 98.9%[activator] |
| O=C(c1ccc2c(c1)OCO2)N1CCC2(CC1)C(=O)Nc1ccccc12 | 2.9%[6.33 µM] |
| CN(C)c1nc2c(c(=O)[nH]1)CCN(Cc1ccsc1)CC2 | 47.1%[activator] |
| O=C1CCCN1CCCN1C(=O)[C@@H]2C[C@@H](O)CN2C2(CN(Cc3c[nH]c4ccccc34)C2)C1=O | ? |
| COCC1CN(C(C)=O)CC12CCN(Cc1cccnc1)CC2 (stereo not given) | 31.4%[activator] |
| CCn1c(C2CCCN(Cc3ccccn3)C2)nn(C)c1=O (stereo not given) | 114.8%[activator] |
| COC(=O)C[C@H]1C[C@@H]2c3cc(NC(=O)CN(C)C)ccc3O[C@@H]2[C@H](CO)O1 | -0.2% |
| COc1ncccc1Nc1cnc2ccc(-c3ccc(F)cc3)nn12 | 24.7%[176 µM] |
| O=C1CC2CS(=O)(=O)CC2N1c1ccc(N2CCOCC2)cc1 (stereo not given) | 19.5% |
| Cc1cccc(OCCN(C)C(=O)COc2ccc3c(C)cc(=O)oc3c2)c1 | ? |
| N#Cc1ccc(CN2CCC3(C2)C(=O)N(c2ccccc2)c2ccccc23)cc1 (stereo not given) | 5.8%[6.33 µM] |
| CC(C)[C@H]1CN(CCC(=O)O)C[C@@H]1NC(=O)c1ccc(CO)o1 | -0.4% |
| CCCCCCn1c(NCCO)nc2c1c(=O)n(C)c(=O)n2C | ? |
| CC(C)CC(=O)Nc1cccc(C(=O)Nc2ccc(C(=O)O)cc2)c1 | 4.6% |
| O=C(c1ccc2c(c1)OCO2)N1CCC2(CC1)CC(O)CCO2 (stereo not given) | 50.5% |
| O=CN1CCC(Cn2cnc3cccnc32)CC1 | 45.5%[activator][176 µM] |
| COc1ccc2nc([C@H]3CCN(Cc4ccc(F)cc4)C3)[nH]c2c1 | 2.2%[176 µM] |
| CCCn1nc(C(=O)N(CCOC)Cc2cccs2)c2ccccc2c1=O | 49.1%[activator] |
| O=C(O)CCc1ccc(S(=O)(=O)Nc2cccc(S(=O)(=O)N3CCCCC3)c2)cc1 | -5.1% |
| CS(=O)(=O)c1ccc(Cl)c(NC(=O)c2ccc(-n3cncn3)c([N+](=O)[O-])c2)c1 | -3.6% |
| CN1CC(=O)N(C2CCCNC2)Cc2c(NCCc3ccccc3F)ncnc21 (stereo not given) | ? |
| CC1(C(=O)NS(=O)(=O)Cc2cccc(Cl)c2)CCN1C(=O)c1cccc(F)c1 (stereo not given) | ? |
| Cc1ccccc1C(=O)N1CCC2(C1)C(=O)N(C)c1ccccc12 (stereo not given) | 17.9% |
| CCCS(=O)(=O)N1CC(F)(F)C[C@H]1c1nc(-c2cccnc2)no1 | 6.1% |
| COc1ccc(C2CCCN2CC(=O)N(C)Cc2ccc(C)cc2)cc1 (stereo not given) | -27.7% |
| O=C(NC1CCN(C(=O)N2CC3CC(C2)[C@H]2CCCC(=O)N2C3)CC1)c1cnccn1 (stereo not given in full) | 11.1% |
| CC1=C(C(=O)N(C)C)CC(CC(=O)NCCc2ccccn2)C(=O)N1CCC1=CCCCC1 (stereo not given) | 11.4% |
| CCOc1cccc(/C=C(/C#N)c2ccc(C(F)(F)F)cn2)c1 | -39.6% |
| Cc1ccc(OC2(C(=O)N[C@H]3CCc4ccccc43)CCNCC2)cc1 | -6.0% |
| COc1ccccc1OCC(=O)c1ccc2c(c1)N(C(C)C(=O)NCCc1ccccc1)C(=O)CO2 (stereo not given) | ? |
| Cc1cc(C(=O)COC(=O)c2nccnc2N)c(C)n1CC(F)(F)F | -23.7% |
| c1csc(CNC[C@H]2Cn3ccnc3CO2)c1 | 18.9%[176 µM] |
| Nc1ccc([N+](=O)[O-])c2ncccc12 | -29.4% |
| COc1ccc(C(=O)N2CC(c3nnc(-c4ccncc4)o3)C3(CCOCC3)C2)cc1 (stereo not given) | 66.0%[activator] |
| O=C(Nc1cnc(-c2cccc(Cl)c2)nc1)c1ccsc1 | 45.6%[activator] |
| CCc1noc(-c2nc(-c3ccccc3F)no2)n1 | 15.6% |
| O=C(Cc1coc2cc3c(cc12)CCC3)OCCOc1ccccc1 | -33.5% |
| CN(C)[S+](=O)([O-])c1ccc2c(c1)OCCN(Cc1cccc(F)c1F)C2 | 9.9%[176 µM] |
| CS(=O)(=O)N1CCC(N2CC(OCC3CC3)C23CCCCC3)CC1 (stereo not given) | -2.1% |
| COc1ccc2cc(C(=O)N3CCN(c4ccccc4O)CC3)c(C)nc2c1 | ? |
| Cc1nc(-c2c3n(c(=O)n(Cc4ccc(C#N)cc4)c2=O)CCCCC3)no1 | ? |
| COc1ccc(C2CCCN2C(=O)NCCn2ccnc2)c(OC)c1 (stereo not given) | ? |
| Clc1ccc(-c2nnc([C@H]3CCN(Cc4c[nH]c5ccccc45)C3)o2)cc1 | -1.6%[176 µM] |
| Cc1ccc2nc(-c3ccc(Cl)cc3)c(CC3CCCCC3)n2c1 | ? |
| CCOc1ccc(-c2cc3c(=O)n(CCNC(=O)Cc4cccc(F)c4)ccn3n2)cc1 | 16.4% |
| CCCSc1nc(N)c2c3c(sc2n1)CCCC3C (stereo not given) | ? |
| C[C@H](O)[C@@H]1C(=O)N2CCc3c([nH]c4ccccc34)[C@@H]2C[C@@H]1N(C)C(=O)Nc1ccc(Br)cc1 | -28.7% |
| COc1cccc(COC(=O)C(Cc2ccccc2)NC(=O)c2ccco2)c1 (stereo not given) | 2.4% |
| CC(OC(=O)c1nn(C)c(=O)c2ccccc12)c1ccccc1 (stereo not given) | -8.0% |
| Cn1c(CNC(=O)C(Cc2ccccc2)NC(=O)Cc2ccc(Cl)cc2)cc(=O)n(C)c1=O (stereo not given) | 4.7% |
| Cc1cccc(CN2CCC(CNC(=O)c3cnc(N4CCOCC4)c4ccccc34)CC2)c1 | -14.2% |
| COc1ccc(S(=O)(=O)N2C[C@@H]3C[C@H](C2)c2ccc(NS(=O)(=O)c4cccc(F)c4)c(=O)n2C3)cc1 | 50.6%[activator] |
| O=C(Cc1ccccc1)N1CCC(Cc2nc(-c3ccccc3)n[nH]2)CC1 | -0.6% |
| O=C(CC1CC1)N1C[C@H]2OC(=O)N(CCc3cccc(Cl)c3)[C@H]2C1 | -0.1% |
| CCc1nc2ccc(C(=O)NCCNC(C)=O)cn2c1N(CC)CCOC | ? |
| CCNC(=O)c1cc(-c2ccc(OC)cc2OC)nc2ccccc12 | 8.91µM* |
| CC1NC(=O)c2cccnc2-n2c1nc1cc(F)c(F)cc1c2=O (stereo not given) | 6.1% |
| COCCNC(=O)[C@@H]1C[C@H](Oc2cccnc2)CN1C(=O)C1CC=CC1 | 26.6% |
| OC(c1ccc(Cl)c(Cl)c1)c1ncc(-c2ccccc2F)[nH]1 (stereo not given) | ? |
| COc1ccc(CNC(=O)C[C@@H]2CCNC[C@@H]2Cc2cc(-c3ccc(C(C)(C)C)cc3)on2)cc1OC | ? |

Next part, overlapping the part above by 7 compounds.
| SMILES | ALOX12 inh |
| --- | --- |
| O=C(CC1CC1)N1C[C@H]2OC(=O)N(CCc3cccc(Cl)c3)[C@H]2C1 | -0.1% |
| CCc1nc2ccc(C(=O)NCCNC(C)=O)cn2c1N(CC)CCOC | ? |
| CCNC(=O)c1cc(-c2ccc(OC)cc2OC)nc2ccccc12 | 8.91µM* |
| CC1NC(=O)c2cccnc2-n2c1nc1cc(F)c(F)cc1c2=O (stereo not given) | 6.1% |
| COCCNC(=O)[C@@H]1C[C@H](Oc2cccnc2)CN1C(=O)C1CC=CC1 | 26.6% |
| OC(c1ccc(Cl)c(Cl)c1)c1ncc(-c2ccccc2F)[nH]1 (stereo not given) | ? |
| COc1ccc(CNC(=O)C[C@@H]2CCNC[C@@H]2Cc2cc(-c3ccc(C(C)(C)C)cc3)on2)cc1OC | ? |
| CCN1C(=O)[C@H]2[C@@H](c3ccc(OC)cc3)N[C@]3(CCCN(CC4CCCCC4)C3=O)[C@H]2C1=O | ? |
| CCN1C(=O)C2CC3(CCN(Cc4ccc5cc[nH]c5c4)CC3)CN2C1=O (stereo not given) | 40.5% |
| CC1=C[C@@H](CN2CCCC2)[C@H](C(C)C)C[C@H]1Cc1nnc(-c2ccc([N+](=O)[O-])cc2)o1 | 49.1%[activator][176 µM] |
| CN1C(=O)C2(CC(=O)Nc3[nH]ncc32)c2ccccc21 (stereo not given) | -7.2% |
| O=C(Nc1ccccc1)N1CCC(Oc2ncccc2C(=O)N2CCOCC2)C1 (stereo not given) | ? |
| O=C(O)CCC(=O)N[C@H]1CCN2C(=O)c3cc(-c4ccccc4)ccc3NC(=O)[C@H]12 | 0.4%[176 µM] |
| O=C(c1cccc2ncccc12)N1CCC2(CC1)Nc1ccccc1NC2=O | 43.4%[activator] |
| Cc1c(-c2ccccc2)oc2c(C(=O)NCc3ccccc3CN(C)C)cccc2c1=O | ? |
| Cc1ccc(S(=O)(=O)Nc2nc3ccccc3nc2Nc2ccc(C(=O)O)cc2)c(C)c1 | ? |
| CC1CC(NC(=O)CCCC(=O)O)CC(C)(C)C1 (stereo not given) | -37.0% |
| CCCCCC(=O)N1C[C@H](n2cc(C3CC3)nn2)[C@@H](O)C[C@@H]1c1ccc(Cl)cc1 | 35.3%[activator] |
| O=C1C(N2CCN(Cc3ccc[nH]3)CC2)CCN1Cc1ccccn1 (stereo not given) | 114.1%[activator] |
| Cc1nn(CCNC(=O)c2ccccc2C2CCNC2)c(C)c1Cl (stereo not given) | 21.6% |
| COCCN1CCCC(c2[nH]ccc2C(=O)NCCc2nc3ccccc3[nH]2)C1 (stereo not given) | 56.0%[activator] |
| O=C(c1cnn2ccccc12)N1CCC(Cc2cccc(CO)c2)C1 (stereo not given) | -2.8% |
| COc1cc(-c2nnc3sc(COc4ccc(C(C)(C)C)cc4)nn23)cc(OC)c1OC | ? |
| O=C(OCc1cccc([N+](=O)[O-])c1)c1c2c(nc3ccccc13)CCCCC2 | -0.3% |
| c1ccc(-c2ccc(CN3CCOC[C@H](Oc4cnccn4)C3)cc2)cc1 | 61.9%[activator][176 µM] |
| CCn1ccc2cc(S(=O)(=O)N3CCC(C(=O)NCCCOC(C)C)CC3)ccc21 | 4.7% |
| CC(=O)N1Cc2ccccc2CC2(CCCN2CC2CCCC2)C1 (stereo not given) | 9.1%[6.33 µM] |
| CCCS(=O)(=O)NC(=O)C1(C)CCCN(C(=O)c2cc(C(C)(C)C)nn2C)C1 (stereo not given) | 15.3% |
| O=C(c1cc(F)ccc1F)N1CC(Oc2cccc(-c3nc(-c4ccccc4)no3)c2)C1 | 2.7% |
| CN(c1ncnc2scc(-c3ccc(Cl)cc3)c12)C1CC1 | 7.3% |
| O=C(c1cccnc1)N1CCC2(CC1)CC(N(C(=O)c1ccccc1)C1CC1)CCO2 (stereo not given) | -2.7% |
| CCOC(=O)C1=C(C)Oc2ncn3nc(-c4ccccc4O)nc3c2C1c1ccc(OC)c(OC)c1 (stereo not given) | 4.2% |
| O=C(NN=C1CCCCC1)c1sc2ccccc2c1Cl | 44.6%[activator] |
| O=C(CC1CCCCC1)N1CCC2(CC1)CC(N(Cc1ccc(F)cc1)C1CC1)CCO2 (stereo not given) | ? |
| Nc1nc2c(s1)C(c1ccccc1)CC(=O)N2 (stereo not given) | 22.4µM* |
| CCCN1C(=O)Cc2ccccc2C1C(=O)NCc1ccc(F)cc1Cl (stereo not given) | -1.2% |
| O=C(Cn1c(=O)c2sccc2n(CC(=O)N2CCCC2)c1=O)Nc1ccc(F)cc1 | 26.5% |
| CCC(C)Oc1ccc(C2CC(=O)NC3=C2C(=O)CC(C)(C)C3)cc1 (stereo not given) | 20.9% |
| COc1cccc(-c2ccc(CN3C4CCC3CN(C(C)C)C4)cc2)c1 | 6.5%[6.33 µM] |
| COc1cc(OC)c2c(C)c(CC(=O)Nc3cccc(Cl)c3)c(=O)oc2c1 | -16.0% |
| c1ccc(-c2noc(CNC3CCCCC3)n2)cc1 | -14.5% |
| COCCC(=O)N1CCCCCCNC(=O)[C@@H]2C[C@@H](c3nc(-c4cccnc4)no3)C[C@@H]21 | 26.4% |
| CC(C)c1ccc(C(C)NC(=O)CN2CCCc3nc(-c4ccccc4)ncc3C2=O)cc1 (stereo not given) | 9.5% |
| CC(C)c1noc(-c2ccn3c(CNC(=O)Cc4ccccc4Cl)nnc3c2)n1 | 11.5% |
| COc1ccc(-c2nc3cc(C)ccc3cc2CN2CCCC(OC)C2)cc1 (stereo not given) | 55.5% |
| C[C@@H]1CCCCO[C@@H](CN(C)Cc2ccc(Cl)c(Cl)c2)[C@@H](C)CN([C@H](C)CO)C(=O)c2cc(NC(=O)Nc3ccccc3)ccc2O1 | -19.3% |
| O=c1c2c(n(CCOc3ccccc3)n1-c1ccccc1)CN(Cc1nccs1)CC2 | ? |
| COc1ccc(CNC(=O)c2cc3n(n2)CC(c2ccc(Cl)cc2)OC3)cc1OC (stereo not given) | 14.5% |
| CCCc1nnc([C@H]2CCN(C(=O)COC)C2)o1 | -2.3%[176 µM] |
| CO[C@@H]1CO[C@H]2[C@@H]1OC[C@@H]2NC(=S)Nc1ccccc1 | ? |
| O=C(CC1CCN(C(=O)C2(c3ccccc3)CC2)C1)NC1CC1 (stereo not given) | 40.7%[activator] |
| O=C(NCc1cccc(C(F)(F)F)c1)C1(CCO)CCN(c2ncccn2)C1 (stereo not given) | -2.8% |
| COC(=O)[C@@H](Cc1cccnc1)NC(=O)[C@H]1CN(C(=O)Nc2ccccc2)CCN1C(=O)C1CCCCC1 | 76.9%[activator] |
| CCNC(=O)N[C@H]1CO[C@H]2[C@@H]1OC[C@@H]2Nc1nccc(-c2cccc(F)c2)n1 | 17.6%[176 µM] |
| Cc1ccccc1NC(=O)N1C[C@@H](F)C[C@H]1C(=O)N1CCc2ccccc2C1 | 13.8% |
| COc1ccc(-c2ccc3c(n2)CN(Cc2csc(C)n2)C(=O)CO3)cc1F | ? |
| COc1cccc(OC)c1C(=O)Nc1ccc2oc(=O)ccc2c1 | -2.9% |

Not all compounds are listed (hit frequency here may not be typical).
